PPC-1+TRAIL kill: compounds killing PPC-1 cancer cells with TRAIL present, primary screen, TRAIL potentiator project, ATPLite luminescence, uHTS. PPC-1 cells + TRAIL, ATPLite viability luminescence. cell killing (% activity), % at 4 µM. actives 0.41% (n = 220,000). AID 1443, 2008;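 active = cell killing above 50% in the first pass at 4 µM, then a duplicate retest at 5 µM averaging 50% or more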;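 also: plate controls were cells with TRAIL plus DMSO for no effect and medium-only wells lacking cells for full effect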
TRPN1 ag: zebrafish TRPN1 channel agonists, primary screen, cell-based, HEK293, calcium fluorescence; transient receptor potential cation channel N1 (TRPN1/NompC), Danio rerio; activation, % at 3 µM; HEK293 zebrafish TRPN1-YFP, Fluo-8 calcium fluorescence; 100% = response to 87 µM carbachol; actives 0.18% (n = 220,000);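 active = activation above its plate's cutoff, the mean activation of test wells on that plate plus 3 SD, cut at about 19% in these data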;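 also: 0% = DMSO alone and 100% = 87 µM carbachol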
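Control set: carbachol 87 µM as high control, DMSO as low control; system: HEK293 stable line with zebrafish TRPN1-YFP; read-out: % activation versus carbachol response; detection: intracellular calcium fluorescence with Fluo-8; doses: single test compound dose, 3 µM nominal, 0.3% DMSO; schedule: dye 1 h 37 °C plus 30 min RT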
Furin inhibitor: human furin inhibitors, primary screen, biochemical, fluorescence intensity; P09958; inhibition, % at 30 µM; actives 0.061% (n = 220,000); purified furin, fluorogenic substrate cleavage; in the data active = inhibition above about 25%; also: inactives centre near -15
Target sequence (P09958 108-714 limits assumed): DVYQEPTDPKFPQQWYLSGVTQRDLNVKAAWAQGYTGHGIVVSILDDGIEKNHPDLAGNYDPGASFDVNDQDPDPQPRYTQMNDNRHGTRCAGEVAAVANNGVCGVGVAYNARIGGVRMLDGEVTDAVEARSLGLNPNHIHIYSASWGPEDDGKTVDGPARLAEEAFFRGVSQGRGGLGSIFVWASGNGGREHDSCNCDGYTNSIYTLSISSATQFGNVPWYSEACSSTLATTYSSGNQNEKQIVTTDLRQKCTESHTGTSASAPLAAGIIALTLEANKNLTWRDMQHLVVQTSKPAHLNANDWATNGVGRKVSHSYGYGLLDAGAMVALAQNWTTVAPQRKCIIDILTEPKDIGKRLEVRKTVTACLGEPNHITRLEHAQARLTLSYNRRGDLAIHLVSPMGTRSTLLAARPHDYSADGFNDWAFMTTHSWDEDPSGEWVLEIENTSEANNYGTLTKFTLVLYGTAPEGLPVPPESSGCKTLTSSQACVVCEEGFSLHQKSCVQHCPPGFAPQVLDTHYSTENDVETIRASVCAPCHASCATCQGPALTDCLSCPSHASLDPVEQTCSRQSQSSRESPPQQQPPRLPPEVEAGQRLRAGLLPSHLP
Tb hexokinase: Trypanosoma brucei hexokinase 1 inhibitors, primary screen, biochemical, G6PDH-coupled NADH absorbance, MLSCN library; hexokinase 1 [Trypanosoma brucei]; recombinant TbHK1, G6PDH-coupled NADH A340; inhibition, % at 10 µM; actives 0.11% (n = 220,000);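 active = inhibition of 50% or more in the single-dose primary screen; inactive = inhibition below 50%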
Cl transport mod: KCC2 cotransporter modulators, thallium flux, primary screen, cell-based, HEK293 KCC2, FluoZin-2 fluorescence, MLSMR; Solute carrier family 12 member 5 (Homo sapiens), Q9H2X9; KCC2 cells, thallium flux FluoZin-2 fluorescence; B-score of Tl+ flux slope (higher = more flux/activation; lower = inhibition) at 10 µM; actives 2.2% (n = 190,000); AID 1456, 2008;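 active = thallium flux slope and its plate-corrected score both differing from the plate sample mean at a set confidence after two filtering rounds, in either direction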;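 also: slope of fluorescence scaled to starting intensity during 10 to 20 s after thallium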
TRPML3 ag: human TRPML3 channel agonists, primary screen, cell-based, HEK293 TRPML3-YFP, Fluo-8 calcium fluorescence, 3 µM; Mucolipin-3 (Homo sapiens), Q8TDD5; 100% = the carbachol control signal; activation, % at 3 µM; actives 0.29% (n = 220,000); AID 1448, 2008;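 active = activation above its plate's cutoff, the mean activation of the plate's test wells plus 3 SD, cut at about 12% in these data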;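 also: 0% = DMSO only wells and 100% = carbachol wells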
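Test system: TRPML3-YFP stable HEK293 cells. Doses: single point at 3 µM. Incubation: dye loading 1 h 37 °C then 30 min ambient, 125 s read. Signal: Fluo-8 calcium dye fluorescence, ex 470-495, em 515-575 nm. Measure: percent activation from peak-to-basal fluorescence ratio, scaled between DMSO and carbachol.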
Thrombin inh: human alpha-thrombin inhibitors, primary screen, counter-screen for coagulation protease inhibitor project, biochemical, 1536-well, fluorogenic AMC substrate | actives 0.26% (n = 220,000) | inhibition, % at 5 µM | Boc-VPR-AMC fluorogenic substrate cleavage;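 active = inhibition at or above 40%; inactive = inhibition below 40%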;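 also: 0% = enzyme with no compound and 100% = wells without enzyme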
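Test system: human alpha-thrombin protein / Dosing: one concentration per compound, 5 µM, with 0.2% DMSO / Medium: pH 7.5 Tris-saline with Tween 20 / Benchmarks: no-compound enzyme wells and no-enzyme blanks / Read-out basis: percent inhibition of thrombin substrate cleavage / Timing: reaction at room temperature / Measured by: fluorescence, ex 355 nm, em 460 nm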
EBV gp42 block: Epstein-Barr virus gp42 inhibitors, primary screen, biochemical, uHTS, fluorescence polarization; Glycoprotein 42 (Epstein-Barr virus (strain AG876)), Q1HVG2; Fluorescence polarization binding assay, mP read-out; inhibition, % (tested at 21.74 µM); actives 0.42% (n = 220,000); in the data active = inhibition above about 50%
Target sequence (Q1HVG2 whole entry, looked up): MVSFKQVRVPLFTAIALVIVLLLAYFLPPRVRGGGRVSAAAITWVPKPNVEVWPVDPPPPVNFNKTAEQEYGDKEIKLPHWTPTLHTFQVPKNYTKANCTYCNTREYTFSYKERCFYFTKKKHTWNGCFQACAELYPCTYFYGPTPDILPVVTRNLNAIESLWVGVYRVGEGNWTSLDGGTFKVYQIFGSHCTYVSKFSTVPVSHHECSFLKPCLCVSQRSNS
Calpain2 inh: inhibitors of pig calpain II, primary screen, biochemical, fluorogenic peptide substrate, 1536-well; AID 1236, 2008; purified calpain II, 30 min; actives 0.37% (n = 220,000); inhibition, % at 16 µM;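 active = inhibition above about 50%, limit read from the data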
Numbers without * were called inactive; . = not tested or not shown; [ ] = remark or other dose.

[1] O=C1CC(SC(=NCc2ccc3c(c2)OCO3)Nc2ccccc2)C(=O)N1 (stereo not drawn)
[2] O=C(c1c(O)c2ccccc2oc1=O)C1CCC1
[3] O=c1c2c3c(sc2n2cnnc2n1-c1ccccc1)N(Cc1ccccc1)CCC3
[4] O=C(CCC(=O)NNC(=O)COc1ccc(Br)cc1)NCc1ccccc1
[5] CCN(CC)c1cc2nc(C)n(Cc3ccccc3)c(=O)c2cc1NC(=O)C1CC1
[6] O=c1[nH]nc(Cc2ccc3ccccc3n2)c2ccccc12
[7] CCOC(=O)C1=C(C)Nc2ccccc2N=C1N
[8] Cc1ccc(C2C3=C(CC(C)(C)CC3=O)NC3=C2C(=O)c2ccccc23)cc1 (stereo not drawn)
compound no.	1	2	3	4	5	6	7	8
PPC-1+TRAIL kill	13	12	-3	15	30	-4	-2	21
TRPN1 ag	0.0	0.1	1.0	-1.2	-1.5	1.5	0.5	-2.3
Furin inhibitor	-21	-24	-7	-8	-15[20 µM]	-25[20 µM]	-9	-24
Tb hexokinase	4	-7	-1	9	-15	3	-7	13
Cl transport mod	.	0.017	0.012	0.85	-1	-1.2	-0.69	-0.57
TRPML3 ag	-0.8	0.8	-0.1	-0.9	-0.3	0.6	0.4	-0.7
Thrombin inh	-16	5	-4	28	-1	3	1	-5
EBV gp42 block	-7	-7	22	-18	-22	-9	-3	9
Calpain2 inh	-3	-4	-88	14	9	-10	-11	-43

[9] Cc1cc(Cl)ccc1NC(=S)NCc1ccco1
[10] NC1=NC(c2cn[nH]c2-c2ccc(F)cc2)n2c(nc3ccccc32)N1 (stereo not drawn)
[11] CCNc1nc(Cl)nc(NNC(=O)C(C)Oc2ccccc2)n1 (stereo not drawn)
[12] N#Cc1cc(S(=O)(=O)c2ccc(Cl)cc2)c(N)[nH]c1=O
[13] COc1ccc(CCNC(=O)c2ccn[nH]2)cc1OC
[14] COc1ccc(-c2cc(C(=O)Nc3ccc(Cl)cc3Cl)c3ccccc3n2)cc1OC
[15] COC(=O)c1[nH]c2cccc(C)c2c1NC(=O)CN1CCCc2ccccc21
[16] COc1cc(C2C(C#N)=C(SC)NC3=C2C(=O)CCC3)ccc1O (stereo not drawn)
compound no.	9	10	11	12	13	14	15	16
PPC-1+TRAIL kill	14	4	2	2	-27	13	20	-6
TRPN1 ag	-0.6	0.8	1.7	0.0	1.0	-0.7	1.7	1.1
Furin inhibitor	-18	-21	-11	-4	-22	-14	-18[20 µM]	-25
Tb hexokinase	2	3	2	-9	0	-22	-10	-24
Cl transport mod	0.057	0.15	-1.6	2.2	.	-0.3	-1.6	0.94
TRPML3 ag	0.1	0.5	0.6	0.5	0.2	0.3	1.1	-0.3
Thrombin inh	-19	-7	4	-7	-2	-9	12	3
EBV gp42 block	7	20	3	-7	3	-6	32	-9
Calpain2 inh	-4	14	3	-17	1	-308	-13	11

Complete entries as entered above:
N#Cc1cc(S(=O)(=O)c2ccc(Cl)cc2)c(N)[nH]c1=O in the list: PPC-1+TRAIL kill = 2; TRPN1 ag = 0.0; Furin inhibitor = -4; Tb hexokinase = -9; Cl transport mod = 2.2; TRPML3 ag = 0.5; Thrombin inh = -7; EBV gp42 block = -7; Calpain2 inh = -17
COc1cc(C2C(C#N)=C(SC)NC3=C2C(=O)CCC3)ccc1O (stereo not drawn) in the list: PPC-1+TRAIL kill = -6; TRPN1 ag = 1.1; Furin inhibitor = -25; Tb hexokinase = -24; Cl transport mod = 0.94; TRPML3 ag = -0.3; Thrombin inh = 3; EBV gp42 block = -9; Calpain2 inh = 11

New compounds follow
[17] COc1ccc(-c2cc(-c3nnc(COC(=O)C4CC4)o3)c3ccccc3n2)cc1OC
[18] CCNC(=O)COC(=O)/C=C/c1cccs1
[19] COCc1nnc(NC(=O)CC(C)c2ccccc2)s1 (stereo not drawn)
[20] CC(C)CC1C(C#N)=C(N)Oc2n[nH]c(-c3ccccc3)c21 (stereo not drawn)
[21] CCOC(=O)c1c(CC(C)C)csc1/N=C/C1C(=O)CC(C)(C)CC1=O
[22] Brc1ccc(-c2cnc3n2CCCC3)cc1
[23] N#Cc1ccc(Nc2ccccc2)c(N)c1
[24] Cc1ccc(C)c(OCC(=O)N2CCOCC2)c1
compound no.	17	18	19	20	21	22	23	24
PPC-1+TRAIL kill	-18	28	-9	8	-2	22	3	8
TRPN1 ag	0.8	1.3	-0.3	0.6	5.7	0.2	-0.8	1.9
Furin inhibitor	4	-17	-25[20 µM]	-16[20 µM]	-15	-24[20 µM]	-10[20 µM]	-6[20 µM]
Tb hexokinase	-14	-13	0	-4	3	-2	-16	2
Cl transport mod	-1.9	-0.3	1.4	-0.44	-0.22	-0.59	.	.
TRPML3 ag	-0.1	0.2	-1.1	0.3	4.7	0.0	-1.6	0.9
Thrombin inh	0	3	1	1	2	2	-1	2
EBV gp42 block	-29	-7	-3	-2	-26	-21	-21	-9
Calpain2 inh	-86	2	6	-27	-141	-17	-6	1

From compound 17 up to 24, as listed above:
[17] COc1ccc(-c2cc(-c3nnc(COC(=O)C4CC4)o3)c3ccccc3n2)cc1OC
[18] CCNC(=O)COC(=O)/C=C/c1cccs1
[19] COCc1nnc(NC(=O)CC(C)c2ccccc2)s1 (stereo not drawn)
[20] CC(C)CC1C(C#N)=C(N)Oc2n[nH]c(-c3ccccc3)c21 (stereo not drawn)
[21] CCOC(=O)c1c(CC(C)C)csc1/N=C/C1C(=O)CC(C)(C)CC1=O
[22] Brc1ccc(-c2cnc3n2CCCC3)cc1
[23] N#Cc1ccc(Nc2ccccc2)c(N)c1
[24] Cc1ccc(C)c(OCC(=O)N2CCOCC2)c1
compound no.	17	18	19	20	21	22	23	24
PPC-1+TRAIL kill	-18	28	-9	8	-2	22	3	8
TRPN1 ag	0.8	1.3	-0.3	0.6	5.7	0.2	-0.8	1.9
Furin inhibitor	4	-17	-25[20 µM]	-16[20 µM]	-15	-24[20 µM]	-10[20 µM]	-6[20 µM]
Tb hexokinase	-14	-13	0	-4	3	-2	-16	2
Cl transport mod	-1.9	-0.3	1.4	-0.44	-0.22	-0.59	.	.
TRPML3 ag	-0.1	0.2	-1.1	0.3	4.7	0.0	-1.6	0.9
Thrombin inh	0	3	1	1	2	2	-1	2
EBV gp42 block	-29	-7	-3	-2	-26	-21	-21	-9
Calpain2 inh	-86	2	6	-27	-141	-17	-6	1

Other results.
[25] O=C(NN1C(=O)c2ccccc2NC1c1ccccn1)c1ccccc1 (stereo not drawn)
[26] Nc1nc2ccc(N3CCOCC3)cc2s1
[27] COCc1cc(C)n(CC(=O)Nc2cc(C)cc(C)c2)c(=O)c1C#N
[28] C=CCO/N=C(/C)c1c(O)c(CC)c(-c2ccccc2)n(-c2ccccc2)c1=O
[29] CCOC(=O)c1[nH]c2c(c1-c1ccccc1)C(=O)CC(c1ccc(Cl)cc1)C2 (stereo not drawn)
[30] CC(C)c1ccc(NC(=O)C2C3C=CC4(CN(CCCN5CCOCC5)C(=O)C24)O3)cc1 (stereo not drawn)
[31] Cc1nc(Nc2nc3ccccc3o2)nc(C)c1C(=O)Nc1ccc(F)cc1
[32] COc1ccc(CN2C(=O)CCCc3ccccc32)cc1
compound no.	25	26	27	28	29	30	31	32
PPC-1+TRAIL kill	11	18	-2	14	7	-11	7	12
TRPN1 ag	0.2	1.9	0.7	-0.4	-0.5	2.5	0.7	-0.8
Furin inhibitor	-21	-7[20 µM]	-19	-12[20 µM]	-9	-8[20 µM]	-19	-20
Tb hexokinase	19	3	-11	8	1	-7	-1	3
Cl transport mod	1.2	1.4	0.025	0.36	-0.21	-1	-0.41	-0.12
TRPML3 ag	0.7	-0.4	0.6	-0.7	0.8	0.6	0.5	-0.7
Thrombin inh	-2	0	-1	2	1	-4	3	-8
EBV gp42 block	1	-7	-8	-6	-2	-16	-1	5
Calpain2 inh	-119	3	-20	-2	-11	-21	18	24

[33] O=C1CC(c2ccc(F)cc2)C(n2cncn2)C(O)=C1C1NCCc2ccccc21 (stereo not drawn)
[34] CCC(CC)C(=O)Nc1cccc(C(=O)Nc2ccc(OC)cc2[N+](=O)[O-])c1
[35] COc1ccc(C(=O)N/C(=C/c2cccc3ccccc23)C(=O)NCCc2c[nH]c3ccccc23)cc1OC
[36] Cc1nc2scc(-c3ccco3)c2c(=O)n1/N=C/N(C)C
[37] Cc1ccc2nc(-c3cccc(NC(=O)c4ccc5c(c4)OCCO5)c3)oc2c1
[38] CC1CN(c2nc(Nc3ccccc3)nc(N)c2[N+](=O)[O-])CC(C)O1 (stereo not drawn)
[39] CCOc1cc(N2CCOCC2)c(OCC)cc1NC(=O)C1CCCC1
[40] CC(C)(C(=O)Nc1nccs1)c1ccccc1
compound no.	33	34	35	36	37	38	39	40
PPC-1+TRAIL kill	11	-4	-2	4	2	2	-30	10
TRPN1 ag	0.7	1.7	1.4	0.2	0.9	-1.7	-1.1	-0.6
Furin inhibitor	-10	-25[20 µM]	-21	2[20 µM]	-14	-2	-20[20 µM]	-29
Tb hexokinase	7	-5	-20	-4	-5	-32	-4	-1
Cl transport mod	.	.	0.51	1.2	2	-0.46	-0.45	-0.38
TRPML3 ag	-0.1	0.1	0.4	0.1	0.1	-0.8	0.1	1.3
Thrombin inh	-2	1	-1	-5	-9	-4	-3	-15
EBV gp42 block	1	-20	-6	-12	-19	-14	-30	-25
Calpain2 inh	10	-6	-60	-32	-74	13	2	-29

[41] Cc1cccc(NC(=O)Cn2c(O)c(N=NC(=O)c3ccncc3)c3ccccc32)c1
[42] COc1ccc(S(=O)(=O)Nc2cccc(SC)c2)cc1OC
[43] Cc1ccc(N2C(=O)C3C4CC(=O)C(c5ccccc54)C3C2=O)cc1 (stereo not drawn)
[44] Nc1nc(CSc2ccccn2)nc(Nc2ccccc2)n1
[45] CSc1nc(-c2ccc(F)cc2)cc(=O)[nH]1
[46] CCC(CO)NCc1ccc(OC2CCCC2)cc1 (stereo not drawn)
[47] Cc1ccc2nc(SCC(=O)Nc3cccc(S(=O)(=O)NC4=NCCCCC4)c3)[nH]c2c1
[48] Cc1onc(-c2ccccc2Cl)c1C(N)=O
compound no.	41	42	43	44	45	46	47	48
PPC-1+TRAIL kill	5	-10	5	21	12	26	4	4
TRPN1 ag	0.9	2.8	0.9	-0.6	0.1	0.0	0.0	1.0
Furin inhibitor	-21	-12[20 µM]	-15	-25[20 µM]	-30	-15[20 µM]	-17	-15
Tb hexokinase	3	8	2	-10	4	6	-6	0
Cl transport mod	0.24	-0.81	1	0.66	-0.25	-0.14	-1.4	1.3
TRPML3 ag	-0.3	0.9	0.4	-0.3	1.1	0.1	0.0	0.1
Thrombin inh	0	12	7	-4	-2	-2	-10	3
EBV gp42 block	-23	-28	-15	-11	-22	-11	-5	-19
Calpain2 inh	-114	16	0	-33	8	-19	-9	-11
